GlmU inhibition: inhibition of mycobacterial GlmU enzyme – biochemical, glucosamine-1-phosphate acetyltransferase (AID 1376); M. tuberculosis GlmU acetyltransferase enzyme assay; higher % means a stronger effect; inhibition, %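 (tested at 30 µM in the primary screen)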, or IC50 in µM where a hit was titrated; actives 0.25% (n = 220,000); in the data active = inhibition above about 13%;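 also: 0% = complete reaction with vehicle and 100% = reaction without substrate; strong numbers were not always called active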
Mtb RmlCD inh: M. tuberculosis RmlC/RmlD coupled enzyme inhibitors, primary screen, biochemical, compound mixtures, 384-well, from 1536-well plates. actives 0.03% (n = 160,000). dTDP-4-dehydrorhamnose reductase (Mycobacterium tuberculosis (strain ATCC 25618 / H37Rv)) …. inhibition, % at 3.6 µM. RmlC+RmlD coupled enzyme assay, percent inhibition; primary screen in compound mixtures; in the data active = inhibition mostly above about 34%, no sharp cut-off; also: some results filed as inactive read as strong as hits
Target sequence (P9WH09 whole entry, looked up): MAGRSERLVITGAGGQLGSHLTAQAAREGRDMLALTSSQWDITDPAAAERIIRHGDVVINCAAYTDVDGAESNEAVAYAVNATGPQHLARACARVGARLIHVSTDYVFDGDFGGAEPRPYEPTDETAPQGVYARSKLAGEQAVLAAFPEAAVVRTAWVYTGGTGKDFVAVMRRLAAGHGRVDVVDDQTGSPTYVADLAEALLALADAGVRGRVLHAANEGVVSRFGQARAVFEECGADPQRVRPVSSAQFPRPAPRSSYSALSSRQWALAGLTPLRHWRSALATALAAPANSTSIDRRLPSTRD
Target sequence (P9WH11 whole entry, looked up): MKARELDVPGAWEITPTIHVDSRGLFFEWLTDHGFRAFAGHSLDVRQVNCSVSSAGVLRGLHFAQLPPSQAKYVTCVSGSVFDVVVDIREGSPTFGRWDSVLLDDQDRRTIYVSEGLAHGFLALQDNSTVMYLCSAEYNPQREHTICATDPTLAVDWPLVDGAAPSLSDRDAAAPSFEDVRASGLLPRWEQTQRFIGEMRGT
Active calls of the source: *; / = not tested or not shown. An excerpt; count on the stated rates, not on these rows.

SMILES | GlmU inhibition | Mtb RmlCD inh
COC(=O)c1sccc1NC(=O)Cc1ccc(OC)cc1 | -3.5% | /
CCOCCn1c(SCCCc2ccccc2)nc2c1c(=O)[nH]c(=O)n2C | 1.1% | -7
Cc1nnc(Nc2ccccc2F)s1 | -3.0% | -3
CCCCCn1cnc2c(sc3nc4c(cc32)CSC(C)(C)C4)c1=O | 4.5% | 6
Cc1nnc(SCC(=O)Nc2cc(-c3cc(C)c(C)cc3C)nn2-c2ccccc2)s1 | -5.0% | -3
CN(C(=O)CSc1nnc(Cc2cccc3ccccc23)n1N)C1CCS(=O)(=O)C1 (stereo not given) | -0.3% | -4
O=C(O)Cc1ccc(N=Cc2c(O)ccc3ccccc23)cc1 | 3.0% | 4
COc1ccc2c(c1)c(N=O)c(O)n2C | -0.1% | -7
CC(C)(C)NC(=O)NC12CC3CC(CC(C3)C1)C2 | -3.5% | /
Cc1csc2c(=O)n(CCO)c(=O)[nH]c12 | 0.3% | 21
Nc1nonc1-c1nc2ccccc2n1CC(=O)N1CCN(c2ccc(F)cc2)CC1 | -2.4% | 14
COc1ccc(/C(N)=N/OC(=O)Cc2ccc(OC)c(OC)c2)cc1 | -3.4% | 4
CCCCn1c(-c2nn(C)c(C)c2Cl)n[nH]c1=S | 1.6% | 0
COc1ccc2c(c1)c(C(C)=O)c(C)n2-c1ccccc1 | 0.1% | -4
CN(CC(=O)NNC(=O)c1cccnc1)S(=O)(=O)c1cc(Cl)ccc1Cl | 0.2% | -10
O=C(CCC(=O)Nc1ccc(Br)cc1)N/N=C/c1cc([N+](=O)[O-])ccc1O | -2.4% | -14
CC(c1ccco1)N(C(=O)c1ccc(S(=O)(=O)N2CCCCC2)cc1)c1ccccn1 (stereo not given) | 0.9% | 11
COC(=O)c1ccccc1NC(=O)CSc1nc(-c2ccco2)cc(C(F)(F)F)n1 | -3.9% | /
C[C@@H](C(=O)NCCCCCC(=O)O)n1nnc2ccccc2c1=O | 2.1% | -6
O=C(CN1CCN(Cc2ccccc2Cl)CC1)N/N=C/c1ccccn1 | 2.3% | 18
CCC(C)NC(=O)C1c2ccccc2C(=O)N(c2ccc(OC)cc2)C1c1ccc(OC)cc1 (stereo not given) | -0.9% | 14
CCc1nnc(NC(=O)C2CCN(c3cnccn3)CC2)s1 | 1.6% | 13
Cc1ccc2c(c1)-c1c(ssc1=S)C(C)(C)N2C(=O)CN1C(=O)c2ccccc2C1=O | 8.9% | -8
CCOC(=O)Cn1c(=O)c2c(nc(N3CCCCC3)n2C)n(C)c1=O | -2.1% | 0
CCCn1nnc2c(=O)oc3ccccc3c21 | -4.3% | /
Cc1nc2scc(-c3cccs3)c2c(=O)n1N | -1.6% | 5
COc1cccc(C2Nc3c(F)cc(Br)cc3C3C=CCC32)c1OC (stereo not given) | 0.4% | 5
O=C(Nc1ncc(Cc2cccc(Cl)c2Cl)s1)C1CCCO1 (stereo not given) | 5.7% | -5
CCCCNC(=O)CSc1nc(CCC)nc2ccccc12 | -2.0% | 10
O=C(CSc1nc2ccc(NC(=O)CSc3nnnn3Cc3ccccc3)cc2s1)Nc1ccccc1 | 3.5% | -6

Copied from the list.
Mtb RmlCD inh with Cc1nc2scc(-c3cccs3)c2c(=O)n1N → 5
Mtb RmlCD inh with Cc1ccc2c(c1)-c1c(ssc1=S)C(C)(C)N2C(=O)CN1C(=O)c2ccccc2C1=O → -8

Additional records:
SMILES | GlmU inhibition | Mtb RmlCD inh
CCOc1cc(OCC)cc(C(=O)Nc2cccnc2)c1 | -5.7% | /
COC(=O)CC1=NC(=O)CS1 | 7.8% | 17
Cc1cc(C(=O)Nc2ccon2)cs1 | -5.0% | -5
CCCCCNC(=O)c1cc(S(=O)(=O)N2CCCCC2)ccc1F | 4.1% | -7
O=C(Nc1ccc(S(=O)(=O)N2CCCCC2)cc1)c1ccc(CN2CCc3ccccc3C2)cc1 | -6.4% | 0
N#Cc1cc(-c2ccccc2)nc(N2CCNCC2)n1 | 0.8% | 0
CCCCOCCCNC(=O)COc1ccccc1 | 3.2% | -8
Cc1c(O)nc(SC2CC(=O)N(c3ccccc3)C2=O)[nH]c1=O (stereo not given) | 0.3% | -1
CCOC(=O)CN1CC23C=CC(O2)C(C(=O)O)C3C1=O (stereo not given) | -3.6% | -11
O=C1CSC(=Nc2ccccc2)N1 | 46% | 30
CCCc1cc(NCc2ccccn2)n2nc(C)c(-c3ccccc3)c2n1 | -2.7% | -1
CCOC(=O)Cc1csc(NC(=O)CCSc2ccccc2)n1 | 1.2% | -8
O=C(Cc1ccccc1)N1CCNCC1 | -4.2% | 1
O=C1NC(=S)N/C1=C/c1cc([N+](=O)[O-])ccc1O | 5.6% | 11
O=C(CCCN1C(=O)/C(=C/c2ccccc2Cl)SC1=S)NNC(=O)c1ccncc1 | 3.0% | /
Cc1ccnc(NC(=O)c2ccco2)n1 | -2.4% | 15
Cc1nc2ccc(S(=O)(=O)NCC(=O)N3CCC(N4CCCCC4)CC3)cc2s1 | -2.5% | 3
COC(=O)c1cc(=O)n(Cc2cccs2)c(=Nc2ccc(F)cc2)s1 | -4.4% | /
COCCCN=C(c1ccco1)n1c(=S)nc(-c2ccco2)n(CCCOC)c1=S | 4.5% | -10
Cc1ccc(/C(N)=N/OC(=O)c2ccc3c(c2)OCO3)cc1 | 0.9% | 3
CC/C(=N\NC(=O)c1csc(C)c1C)c1cccs1 | 3.3% | 15
Cc1nnc(SCC(=O)Nc2nc(C(C)(C)C)cs2)s1 | 2.8% | -1
O=C(CCCO)N/N=C/c1ccccc1[N+](=O)[O-] | -7.4% | -3
COc1ccc(CNC(=O)c2cnn3c(C(F)F)cc(C)nc23)cc1 | 15%* | /
Cn1c(=O)[nH]c(=O)c2c1nc(N1CCCCCC1)n2CCCSc1nc2ccccc2o1 | -1.8% | 2
Cc1cc(Br)ccc1-n1[nH]c(C)c(C=Nc2cccc3nsnc23)c1=O | -4.8% | -8
Cc1cc(C)c(S(=O)(=O)NCCc2ccccc2)c(C)c1 | 4.6% | -8
Cc1cc(C)nc(Sc2ncnc(N)c2[N+](=O)[O-])n1 | -0.4% | 8
C=CCOC(=O)C1=C[C@@H](c2ccc(C(F)(F)F)cc2)C[C@@H](OCCCCO)O1 | -3.9% | /
COc1ccc(CN2C(=O)NC3(CCCCC3)C2=O)cc1F | -5.1% | /

The final two records of the section before come first, to join the parts:
SMILES | GlmU inhibition | Mtb RmlCD inh
C=CCOC(=O)C1=C[C@@H](c2ccc(C(F)(F)F)cc2)C[C@@H](OCCCCO)O1 | -3.9% | /
COc1ccc(CN2C(=O)NC3(CCCCC3)C2=O)cc1F | -5.1% | /
CCOC(=O)C1=C(C)NC(=O)NC1 | -5.0% | /
COc1ccc(N2CCN(C(c3cc(OC)ccc3OC)c3nnnn3Cc3ccco3)CC2)cc1 (stereo not given) | 1.6% | 6
O/N=C1/CCCSc2ccccc21 | -0.1% | -15
O=C(NCc1ccccc1)C1CCN(S(=O)(=O)N2CCCCCC2)CC1 | 0.0% | 11
OCC1(CCCc2ccccc2)CCN(Cc2cnc(N3CCOCC3)s2)CC1 | 7.1% | /
Cc1ccc(NC(=O)Cn2c(=O)n(Cc3ccco3)c(=O)c3ccccc32)c(C)c1 | -2.6% | 45
O=C(NNC(=O)c1cccs1)c1ccc(Cl)cc1 | 1.7% | /
S=C1NC[C@H](CC2CCCCC2)N1CCCCC1CCCCC1 | 2.3% | -9
Nc1ccncc1Cl | -0.7% | 1
CC(C)(C)Nc1nc(N)nc(Cl)n1 | -4.0% | 8
CCOc1ccc(OCCn2c(=S)[nH]c3c(N)ncnc32)cc1 | 4.8% | -15
FC(F)(F)c1ccc(NC(=S)NC2CCCCC2)cc1 | 2.1% | -7
Nn1c(SCc2ccc(F)cc2)nnc1-c1ccccn1 | 9.7% | /
CCNC(=O)c1c(C)[nH]c(C(=O)OCC)c1C | 3.2% | -5
CCOC(=O)CNC(=O)CSc1nnc(-c2ccccc2)c(-c2ccccc2)n1 | -3.2% | -3
COc1ccc(N(C(=O)c2cccc(OC)c2OC)C2C=CS(=O)(=O)C2)c(OC)c1 (stereo not given) | 7.1% | 10
CC(=O)c1cc2c(cc1NC(=O)CN1CCC(Cc3ccccc3)CC1)OCO2 | 5.5% | 20
O=C(Cc1ccccc1F)Nc1ccc(Cl)nc1 | -5.8% | /
COCCCn1c(=S)[nH]c2sc3c(c2c1=O)CCCS3 | 1.5% | 11
c1ccc2sc(NC3=NCN(C4CCCCC4)CN3)nc2c1 | -1.0% | -8
CCN(CC(=O)NCCc1ccccc1)S(=O)(=O)c1ccc(C)cc1 | -2.8% | -5
COCCN(C(=O)CCCC(=O)Nc1ccccn1)C(C(=O)NC1CCCC1)c1ccc(C)cc1 (stereo not given) | -1.8% | /
COc1ccc(-c2cc(C(F)(F)F)n3nc(C(=O)NCCN4CCOCC4)cc3n2)cc1 | 0.2% | -8
CS(=O)(=O)N(CC(=O)Nc1ccc2c(c1)OCO2)Cc1ccc(Cl)cc1 | -3.9% | 13
CCCCCOCC1CC(C/C(C)=N/Nc2nc(-c3ccccc3)cs2)C(=O)O1 (stereo not given) | -2.8% | /
O=C(CC(Sc1n[nH]c(-c2ccccc2)n1)c1ccccc1)NCc1ccccc1 (stereo not given) | -0.1% | 7
CC(C)(C)NCC(O)COc1ccc(Br)cc1 (stereo not given) | -5.2% | /
CCOC(CNc1ncnc2c1cnn2C)OCC | 3.3% | 10
Cc1ccc2nc(Nc3ccc4[nH]c(=O)[nH]c4c3)c(-n3nc(C)cc3C)nc2c1 | -3.5% | -8
CC(=O)/C=C1\N(C)c2ccc(C)cc2C1(C)C | 6.9% | 1
CCCCNc1n[n+](C)c(-c2cccc(C)c2)s1 | 1.4% | /
O=C(NCCc1c[nH]c2ccccc12)[C@@H]1C[C@H]1[C@@H](NP(=O)(c1ccccc1)c1ccccc1)c1ccccc1 | 3.9% | /
CCOC(=O)CNC(=O)CSc1ncnc2c1cnn2-c1ccc(C)cc1 | -0.8% | /
c1ccc(-c2nnc(OCC3CCCO3)c3ccccc23)cc1 (stereo not given) | -3.6% | /
COc1ccc(OCc2cn3c(C)cc(C)nc3n2)cc1 | -3.7% | /
Cc1ccc(-c2nc(-c3ccccc3)no2)cc1 | -1.5% | 3
CCN(CC(=O)Nc1ccccc1SC)Cc1nc2ccccc2c(=O)[nH]1 | -1.5% | /
Cc1ccc(CSCCNC(=O)CSCc2ccc([N+](=O)[O-])cc2)cc1 | -3.6% | 1
CC(C)(C)C(=O)N(Cc1ccc(Cl)cc1)Cc1cccnc1 | / | 40
CCS(=O)(=O)Nc1cccc(C2=NN(S(=O)(=O)c3ccccc3)C(c3ccco3)C2)c1 (stereo not given) | 0.3% | /

Random excerpt: 7 records from the list
SMILES | GlmU inhibition | Mtb RmlCD inh
CCS(=O)(=O)Nc1cccc(C2=NN(S(=O)(=O)c3ccccc3)C(c3ccco3)C2)c1 (stereo not given) | 0.3% | /
CCOC(=O)CNC(=O)CSc1ncnc2c1cnn2-c1ccc(C)cc1 | -0.8% | /
COc1ccc(OCc2cn3c(C)cc(C)nc3n2)cc1 | -3.7% | /
O=C(NCCc1c[nH]c2ccccc12)[C@@H]1C[C@H]1[C@@H](NP(=O)(c1ccccc1)c1ccccc1)c1ccccc1 | 3.9% | /
CC(C)(C)C(=O)N(Cc1ccc(Cl)cc1)Cc1cccnc1 | / | 40
Cc1ccc(CSCCNC(=O)CSCc2ccc([N+](=O)[O-])cc2)cc1 | -3.6% | 1
Cc1ccc(-c2nc(-c3ccccc3)no2)cc1 | -1.5% | 3

Other results follow:
SMILES | GlmU inhibition | Mtb RmlCD inh
CCOC(=O)N1CCN(C(=O)CSc2nc3ccccc3c(=O)n2-c2ccccc2)CC1 | -1.2% | -4
COc1cc(C2NC(=O)NC(C)=C2C(=O)OC2CCCCC2)cc(Br)c1O (stereo not given) | 4.0% | /
O=C1c2ccccc2C(=O)c2c(NCc3cccnc3)cccc21 | -1.8% | /
CCN1CCN(C(=O)CSc2cc(=O)n(C)c3ccccc23)CC1 | -8.7% | /
COc1ccc(NS(=O)(=O)c2ccc(N3CC(O)=C(c4ccccc4)C3=N)cc2)cc1 | 2.0% | -2
Clc1ccc(OCCSc2ncccn2)c(Br)c1 | -2.9% | -11
S=C(NCc1cccs1)Nc1ccccc1 | 0.8% | /
CCCc1cc(=O)oc2c(CN3CCCC3)c(O)ccc12 | 0.9% | 5
CCOC(=O)c1ccc(S(=O)(=O)N2CCN(CC3CC=CCC3)CC2)cc1 (stereo not given) | -4.8% | 36
O=C(NNS(=O)(=O)c1ccc(Br)cc1)C1CCCCC1 | -1.0% | -6

Entries of single compounds, quoted from the list. Order of screens: GlmU inhibition	Mtb RmlCD inh
CCOC(=O)N1CCN(C(=O)CSc2nc3ccccc3c(=O)n2-c2ccccc2)CC1 across the screens: -1.2%	-4
O=C(NNS(=O)(=O)c1ccc(Br)cc1)C1CCCCC1 across the screens: -1.0%	-6
O=C1c2ccccc2C(=O)c2c(NCc3cccnc3)cccc21 across the screens: -1.8%	/

Additional records.
SMILES | GlmU inhibition | Mtb RmlCD inh
Cn1c(CCCCCN)nc2ccccc21 | 0.3% | /
Cc1ccc(C(=O)CSc2nc(C)cc(C)c2C(N)=O)cc1 | -4.6% | 11
COc1ccc(Nc2nc(N)nc(CSc3nncn3C)n2)cc1 | 5.4% | /
CC1CC(C)CN(C(=O)C(C)N(C)CC(=O)Nc2ccccc2Cl)C1 (stereo not given) | 0.8% | -6
Cn1c2ccccc2c2c(C(=O)NCCCN3CCCC3=O)cn(C3CCCCC3)c(=O)c21 | -1.7% | -6
C/C=C\C(=O)Nc1cccc(C2=NOC3(C2)C[C@@H](C(N)=O)N(C(=O)CC(c2ccccc2)c2ccccc2)C3)c1 (stereo not given in full) | 0.7% | 7
CSc1sc2ccccc2[n+]1CCCS(=O)(=O)[O-] | -3.9% | /
Cc1cc2occ(CC(=O)NCc3cccs3)c2cc1C(C)C | -2.0% | -7
CCn1nc(CC(=O)O)c2ccccc2c1=O | -1.5% | 9
CSc1nc(-c2ccccc2)nc(C(Cl)Cl)n1 | 6.5% | /

High-throughput results from PubChem.
